From PubChem BioAssay
mABHD4 FP: ABHD4 inhibitors, primary screen, biochemical, fluorescence polarization, mouse | AID 720543, 2013 | purified mABHD4, FP-Rh probe fluorescence polarization | (Lyso)-N-acylphosphatidylethanolamine lipase (Mus musculus), Q8VD66 | inhibition, % at 8.92 µM | 370,000 compounds, 0.54% hits;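 active means inhibition exceeding the mean over every tested compound plus 3 SD, cut at about 30% in these data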;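 further: 0% = plate median of compound wells and 100% = S159A mutant with DMSO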
Target sequence (Q8VD66 whole entry, looked up): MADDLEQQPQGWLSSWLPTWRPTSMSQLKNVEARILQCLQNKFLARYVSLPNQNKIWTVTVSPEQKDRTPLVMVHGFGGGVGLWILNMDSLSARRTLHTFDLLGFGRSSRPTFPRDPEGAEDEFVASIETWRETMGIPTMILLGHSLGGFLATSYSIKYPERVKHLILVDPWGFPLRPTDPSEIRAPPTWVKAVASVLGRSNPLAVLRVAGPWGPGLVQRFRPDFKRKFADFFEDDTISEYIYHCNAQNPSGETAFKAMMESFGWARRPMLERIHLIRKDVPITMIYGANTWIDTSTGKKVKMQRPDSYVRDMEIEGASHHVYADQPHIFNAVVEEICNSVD
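Assay system: wild-type mouse ABHD4 protein; compound: single nominal dose of 8.92 µM, 0.89% DMSO final; schedule: 45 min + 60 min at 25 °C; measured by: FP readout, ex 525 nm / em 598 nm; evaluation: % inhibition of FP-Rh probe binding versus controls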
PG9 binder: binders of HIV-1 gp120 antibody PG9, primary screen, biochemical, TR-FRET; TR-FRET gp120-PG9 antibody binding; inhibition, % at 6.7 µM; 360,000 compounds, 0.43% hits; AID 624416, 2012; in the data active means inhibition above about 8.5%
UHRF1 MBD2 ctr: UHRF1 methylated DNA binding inhibitors, primary screen, counter-screen for MBD2 inhibitor project, biochemical, TR-FRET, human UHRF1, single concentration | inhibition, % at 4.4 µM | E3 ubiquitin-protein ligase UHRF1 (Homo sapiens), Q96T88 | 370,000 compounds, 0.75% hits | UHRF1 binding to methylated oligo; in the data active means inhibition above about 21%;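 further: UHRF1 SRA domain binding a hemimethylated CpG hairpin DNA probe; 0% = median of test compound wells and 100% = reference inhibitor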
Tn7 DDE FP: inhibitors of Tn7 peptide binding to fibrin DD(E), primary screen, biochemical, fluorescence polarization, human fibrin, Tn7 probe; FP displacement of FITC-Tn7 peptide from fibrin DD(E); 0% = median of compound wells per plate; inhibition, % at 8.3 µM; 370,000 compounds, 0.13% hits;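 active means inhibition above the mean of compounds falling within the control limits plus 3 SD of them, cut at about 14% in these data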;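 further: 0% = plate median of compound wells and 100% = 10 µM Aha-Tn7 peptide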
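Test system – human fibrin DD(E) · Times – 10 min preincubation, 3 h with tracer, room temperature · Detection – fluorescence polarization of the labelled Tn7 tracer · Measure – percent inhibition normalized to high-control wells · Benchmarks – high control wells with 10 µM unlabelled Aha-Tn7 peptide (full inhibition) · Repeats – singlicate testing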
TDP2 inh: human TDP2 enzyme inhibitors, primary screen, biochemical, epi absorbance, recombinant enzyme; Tyrosyl-DNA phosphodiesterase 2 (Homo sapiens), O95551; inhibition, % at 12.8 µM; 370,000 compounds, 0.34% hits; T5PNP hydrolysis, p-nitrophenol absorbance 415 nm;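 active means inhibition above the mean of all tested compounds plus 3 SD, set per campaign, cut at about 25% in these data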;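 further: 0% = DMSO with enzyme and 100% = buffer with substrate but no TDP2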
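test system = human TDP2 enzyme | input = TDP2 enzyme at 120 nM final | medium = 50 mM Tris-HCl pH 7.5 with Mg2+, KCl, DTT, BSA | also added = T5PNP substrate, 5 mM | times = 2 h at 37 °C | technique = epi absorbance | benchmarks = high control without enzyme, low control DMSO plus TDP2 | replication = each compound tested once, singlicate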
TCR CD3 inh: inhibitors of human TCR-CD3 interaction, primary screen, biochemical, fluorescence, TAMRA-labeled TCR probe; T-cell receptor (TCR); 360,000 compounds, 0.37% hits; inhibition, % at 9.4 µM; AID 651800, 2012; in the data active means inhibition above about 19%;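 further: recombinant mutant TCR 2C K166C tagged with TAMRA read by polarization; 0% = receptor in buffer alone and 100% = receptor with positive control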
SIAE inh: human SIAE inhibitors, primary screen, biochemical, fluorescence polarization, FP-Rh probe, 1536-well HTS. 370,000 compounds, 0.69% hits. inhibition, % at 9.66 µM. Sialate O-acetylesterase (Homo sapiens), Q9HAT2. SIAE FP-Rh probe binding;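 active means inhibition above a cutoff: mean of compounds within the control limits plus 3 SD of those, cut at about 17% in these data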;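 further: 0% = plate median of compound wells and 100% = probe without SIAE protein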
HTRA1 inh: HTRA1 serine protease inhibitors, primary screen, biochemical, fluorescence polarization, HTS. Q92743. recombinant HTRA1, FP-rhodamine activity-based probe. inhibition, % at 5.96 µM. 340,000 compounds, 0.5% hits; in the data active means inhibition above about 36%;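 further: 0% = enzyme with DMSO and 100% = wells lacking enzyme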
Target sequence (Q92743 whole entry, looked up): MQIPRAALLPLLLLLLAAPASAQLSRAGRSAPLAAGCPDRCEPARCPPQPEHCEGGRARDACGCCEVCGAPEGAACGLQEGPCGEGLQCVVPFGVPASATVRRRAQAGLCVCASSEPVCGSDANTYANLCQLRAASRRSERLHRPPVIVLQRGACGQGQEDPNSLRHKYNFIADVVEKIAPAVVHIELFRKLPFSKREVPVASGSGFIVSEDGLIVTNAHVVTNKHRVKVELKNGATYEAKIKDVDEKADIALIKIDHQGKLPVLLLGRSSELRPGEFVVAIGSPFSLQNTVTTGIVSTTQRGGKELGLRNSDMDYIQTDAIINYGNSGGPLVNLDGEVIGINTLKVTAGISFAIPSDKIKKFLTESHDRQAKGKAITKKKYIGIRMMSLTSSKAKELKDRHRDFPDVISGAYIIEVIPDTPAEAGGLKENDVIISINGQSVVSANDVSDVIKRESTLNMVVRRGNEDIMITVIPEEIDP
PRMT1 FP inh: PRMT1 methyltransferase inhibitors, primary screen, biochemical, fluorescence polarization. recombinant PRMT1, activity-based probe fluorescence polarization. inhibition, % at 2.79 µM. AID 652257, 2013. Protein arginine N-methyltransferase 1 (Homo sapiens), Q99873. 370,000 compounds, 1.3% hits;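 active means inhibition above about 21% made by adding two undisclosed values, limit read from the data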
LEDGF integ inh: blockers of LEDGF/p75-dependent integrase strand transfer – biochemical, TR-FRET, high throughput, primary screen; AID 743269, 2014; inhibition, % at 3.7 µM; 370,000 compounds, 0.64% hits; TR-FRET IN-LEDGF/p75 DNA integration, Eu/Cy5; HIV-1 integrase (with human LEDGF/p75);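 active means inhibition above the screen-wide mean plus 3 SD, cut at about 13% in these data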;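 further: signal is the Cy5 over europium emission ratio at 671 and 618 nm; 0% = plate median of compound wells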
An asterisk follows results filed as active; x = not tested or not shown. Random draw from the library. About 4.2% of those tested had a hit in this group.

SMILES	mABHD4 FP	PG9 binder	UHRF1 MBD2 ctr	Tn7 DDE FP	TDP2 inh	TCR CD3 inh	SIAE inh	HTRA1 inh	PRMT1 FP inh	LEDGF integ inh
O=C(C1CC(=O)N(C2CCCCC2)C1)N1CCN(c2ccccc2)CC1 (centres undefined)	8	1.2	2	8	-2	-5	2	-11	3	-4
CCOC(=O)NC(NS(=O)(=O)c1ccccc1)(C(=O)OCC)C(F)(F)F (centres undefined)	4	0.9	0	0	5	-8	2	4	2	-2
C=C(C)C1CC=C(C)/C(=N/NC(=O)c2cccs2)C1 (centres undefined)	1	-0.5	3	2	4	-2	-14	0	2	1
Cc1nc2ccc(S(=O)(=O)N(C)CC(=O)NCc3ccc(N(C)C)cc3)cc2s1	6	-1.7	1	-5	5	0	4	-12	5	4
CN(C)CCCNc1nc2cc(-c3ccc(F)cc3)sc2c(=O)n1C	-4	-1.0	-3	-1	5	7	-3	x	0	1
CCCc1cc(=O)c2c(O)ccc(OC)c2o1	5	-0.4	4	6	-4	-4	5	1	-1	0
Cc1nc(SCN2C(=O)c3ccccc3C2=O)n[nH]1	-10	-2.5	-1	-2	0	0	0	4	5	-1
COCCNC(=O)/C(C#N)=C/c1ccc(O)cc1	4	-1.5	-1	-1	4	4	4	1	0	1
COc1ccccc1N(CC(=O)NCc1ccccn1)S(C)(=O)=O	-2	-0.6	-1	-4	-6	2	-4	3	-2	4
COc1ccc(NC(=O)N2CCN(c3cccc(C(F)(F)F)c3)CC2)cc1	-4	2.3	0	5	4	1	8	-53	-3	1
COc1ccc(C(=O)Nc2nnc(-c3ccccc3)o2)cc1OC	1	-1.1	-1	-9	3	-1	-7	5	0	-1
CCOc1cccc(C(=O)Nc2ccc3oc(-c4cccnc4)nc3c2)c1	-5	1.9	3	-2	-9	-5	-11	-3	5	-7
N#Cc1ccc(C(=O)Nc2cccc(NC(=O)c3ccco3)c2)c(F)c1	-3	2.4	1	-1	-10	8	-16	-2	-2	1
O=C(CNS(=O)(=O)c1ccc(Br)cc1Cl)OCC(=O)c1ccc[nH]1	0	0.0	-1	-7	15	-6	5	-1	2	1
CCS(=O)(=O)c1nc2ccccc2n1CC(=O)N1CCCCC1	0	-1.5	0	2	2	-2	-7	1	-3	-2
Clc1cccc(CN2CCSCC2)c1Cl	12	-1.5	3	-1	5	14	-5	0	1	-1
CCOc1ccc2oc(-c3ccccc3)c(C(N)=O)c2c1	-6	7.1	-3	4	5	0	-1	-3	-1	0
c1ccc(COC2CCCN(Cc3nc(-c4cccs4)no3)C2)nc1 (centres undefined)	3	0.2	6	-5	-10	-5	-2	6	5	-4
COc1ccccc1CN1CC(C(=O)N2CCCCCCC2)CCC1=O (centres undefined)	-1	1.5	0	0	0	-5	4	-1	2	-1
O=C(NC1CCCC1)c1cnc2n(c1=O)CCS2	-2	0.9	2	8	-7	-4	-5	4	4	-2
Cc1ccc(CN2C(=O)CCC2C(=O)NCCCN2CCC(C)CC2)cc1 (centres undefined)	0	2.3	1	-1	2	-5	17	-1	-1	1
COc1c(Cl)cc(Cl)cc1/C=N/NC(=O)c1nnn(-c2nonc2N)c1CN1CCC(C)CC1	4	-2.4	1	8	4	5	-4	-8	-2	0
O=C(CCc1nnc2ccc(NCc3ccc(Cl)cc3)nn12)NC1CCCCC1	4	1.1	2	1	-2	3	3	-1	-1	0
Cc1cccc(C)c1NC(=O)C1(C)c2cccc[n+]2CC(=O)N1Cc1cccs1 (centres undefined)	6	-0.5	-4	-10	9	9	9	7	-4	2
COc1ccc(C(=O)Oc2ccc(/C=N/Nc3ccc(Cl)c(C(=O)O)c3)cc2OC)cc1	2	0.8	5	1	-10	-12	9	-8	10	5
CCC(C)NC(=O)c1ccc(CS(=O)(=O)Cc2ccc(Cl)cc2)o1 (centres undefined)	5	0.7	0	-17	5	7	9	6	0	3
COc1cccc(NC(=O)c2cccnc2)c1	7	-0.8	1	-1	-3	10	7	-4	0	1
CN(C(=O)c1ccco1)c1nc2c(s1)CCCC2	-3	0.0	-4	-9	1	9	6	-2	-2	0
O=C(Nc1ccc(C(=O)NCCCN2CCCCC2)cc1)C1=CSCCO1	-1	1.0	-2	-1	8	-4	0	-2	-1	-2
Cc1onc(-c2ccccc2Cl)c1C(=O)OCC(=O)N1CCN(c2ccccc2)CC1	-12	0.0	2	-1	-28	1	-15	-9	-4	2

Nothing new here: entries from further up.
SMILES	mABHD4 FP	PG9 binder	UHRF1 MBD2 ctr	Tn7 DDE FP	TDP2 inh	TCR CD3 inh	SIAE inh	HTRA1 inh	PRMT1 FP inh	LEDGF integ inh
Clc1cccc(CN2CCSCC2)c1Cl	12	-1.5	3	-1	5	14	-5	0	1	-1
CCOc1ccc2oc(-c3ccccc3)c(C(N)=O)c2c1	-6	7.1	-3	4	5	0	-1	-3	-1	0
c1ccc(COC2CCCN(Cc3nc(-c4cccs4)no3)C2)nc1 (centres undefined)	3	0.2	6	-5	-10	-5	-2	6	5	-4
COc1ccccc1CN1CC(C(=O)N2CCCCCCC2)CCC1=O (centres undefined)	-1	1.5	0	0	0	-5	4	-1	2	-1
O=C(NC1CCCC1)c1cnc2n(c1=O)CCS2	-2	0.9	2	8	-7	-4	-5	4	4	-2
Cc1ccc(CN2C(=O)CCC2C(=O)NCCCN2CCC(C)CC2)cc1 (centres undefined)	0	2.3	1	-1	2	-5	17	-1	-1	1
COc1c(Cl)cc(Cl)cc1/C=N/NC(=O)c1nnn(-c2nonc2N)c1CN1CCC(C)CC1	4	-2.4	1	8	4	5	-4	-8	-2	0
O=C(CCc1nnc2ccc(NCc3ccc(Cl)cc3)nn12)NC1CCCCC1	4	1.1	2	1	-2	3	3	-1	-1	0
Cc1cccc(C)c1NC(=O)C1(C)c2cccc[n+]2CC(=O)N1Cc1cccs1 (centres undefined)	6	-0.5	-4	-10	9	9	9	7	-4	2
COc1ccc(C(=O)Oc2ccc(/C=N/Nc3ccc(Cl)c(C(=O)O)c3)cc2OC)cc1	2	0.8	5	1	-10	-12	9	-8	10	5
CCC(C)NC(=O)c1ccc(CS(=O)(=O)Cc2ccc(Cl)cc2)o1 (centres undefined)	5	0.7	0	-17	5	7	9	6	0	3
COc1cccc(NC(=O)c2cccnc2)c1	7	-0.8	1	-1	-3	10	7	-4	0	1
CN(C(=O)c1ccco1)c1nc2c(s1)CCCC2	-3	0.0	-4	-9	1	9	6	-2	-2	0
O=C(Nc1ccc(C(=O)NCCCN2CCCCC2)cc1)C1=CSCCO1	-1	1.0	-2	-1	8	-4	0	-2	-1	-2

Next section
SMILES	mABHD4 FP	PG9 binder	UHRF1 MBD2 ctr	Tn7 DDE FP	TDP2 inh	TCR CD3 inh	SIAE inh	HTRA1 inh	PRMT1 FP inh	LEDGF integ inh
NC(=O)c1ccc[n+](Cc2ccccc2)c1	7	-1.9	2	1	3	1	-1	2	2	-3
Cc1nc(NCc2ccc3c(c2)OCO3)c2nnn(Cc3ccccc3)c2n1	-3	1.1	-1	0	8	2	-3	-2	-4	-3
COc1cc(Cl)c(C)cc1NC(=O)CN1C(=O)C2CCCCC2C1=O (centres undefined)	-5	1.0	0	-1	-11	0	1	2	4	-4
COc1ccc([N+](=O)[O-])cc1NC(=O)C1CCCN1S(=O)(=O)c1cccs1 (centres undefined)	2	0.0	-2	3	0	1	2	-2	-1	2
Cc1ccc(Cn2c(SC(C)C(N)=O)nc3ccccc3c2=O)cc1 (centres undefined)	-2	0.4	1	3	-8	-2	-6	2	-1	5
NC(=O)C1CCN(Cc2ccc(OCc3ccccc3)cc2)CC1	6	2.1	5	0	2	-2	8	8	9	6
COC(=O)[C@H](Cc1ccccc1)NC(=O)CC[C@H]1O[C@@H](n2ccc(=O)[nH]c2=O)[C@H](O)[C@@H]1O	5	-0.2	1	8	2	9	-2	x	-3	-2
COC(=O)c1ccccc1OCc1cc(=O)oc2ccc(C)cc12	-4	0.3	1	2	5	2	3	x	-3	3
COc1ccc(CCn2c(C)cc(C(=O)CN3C(=O)C(=O)N(C4CCCC4)C3=O)c2C)cc1OC	-5	-1.0	0	-3	-2	6	5	0	-6	6
CCOC(=O)N1CCN(C(=O)C2CCN(S(=O)(=O)c3ccc(Br)s3)CC2)CC1	5	-1.0	-2	5	-9	3	5	2	-1	1
CN(C)S(=O)(=O)Oc1ccc(Cl)cc1C(=O)Nc1cccc(C(F)(F)F)c1	-16	2.4	0	-1	-4	-1	-4	-41	0	4
O=C(NC1CC1)C1=C[C@@H](c2ccc(Br)cc2)C[C@@H](OCc2ccc(CO)cc2)O1	-6	-0.4	-4	4	1	3	0	-25	0	1
O=C(COC(=O)c1ccc([N+](=O)[O-])s1)NC(=O)NCc1ccccc1	4	-2.1	0	5	21	-1	-3	22	-1	0
COc1cccc(-c2c(C#N)c(SC)nc3cc(C)nn23)c1	4	0.2	5	0	-7	-5	3	3	2	-6
CC(/C=N\N1CCN(c2ccc(Cl)cc2)CC1)=C\c1ccccc1	0	-0.2	-3	-6	2	2	-4	4	-1	2
COC(=O)c1sc(N)c(C(=O)OC)c1CSc1nnnn1C	-2	-1.2	4	0	-7	3	4	5	-1	-2
Cc1ccc(C2=NN=C(NC(=O)CSc3nc(C)cc(C)n3)SC2)cc1	4	-1.9	0	3	-1	-1	-3	x	91*	-2
COC(=O)c1cn(Nc2ncc(C(F)(F)F)cc2Cl)c(=O)c2ccccc12	-5	-0.9	3	-5	-3	1	-3	-12	1	-2
O=C(/C=C/c1ccc(F)cc1)N1CCN(c2ncccn2)CC1	1	-0.5	0	6	3	-5	-3	6	1	-5
COC(=O)c1cccc(CSc2nnc(C)s2)c1	-1	1.0	6	-2	0	-2	-3	-3	5	4
